GRK2 inh = blocks RNA aptamer binding to human GRK2. AID 488847. inhibition of aptamer binding, % at 10 µM. bead flow cytometry, FAM-aptamer displacement from GRK2. P25098. 0.59% of 330,000 active;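 active = inhibition of aptamer binding above 40%, roughly 3 SD of noise, on plates passing a quality check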;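 note: median bead fluorescence of bound FAM aptamer so fluorescent compounds give negative values; no value below 0 was filed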
Target sequence (P25098 whole entry, looked up): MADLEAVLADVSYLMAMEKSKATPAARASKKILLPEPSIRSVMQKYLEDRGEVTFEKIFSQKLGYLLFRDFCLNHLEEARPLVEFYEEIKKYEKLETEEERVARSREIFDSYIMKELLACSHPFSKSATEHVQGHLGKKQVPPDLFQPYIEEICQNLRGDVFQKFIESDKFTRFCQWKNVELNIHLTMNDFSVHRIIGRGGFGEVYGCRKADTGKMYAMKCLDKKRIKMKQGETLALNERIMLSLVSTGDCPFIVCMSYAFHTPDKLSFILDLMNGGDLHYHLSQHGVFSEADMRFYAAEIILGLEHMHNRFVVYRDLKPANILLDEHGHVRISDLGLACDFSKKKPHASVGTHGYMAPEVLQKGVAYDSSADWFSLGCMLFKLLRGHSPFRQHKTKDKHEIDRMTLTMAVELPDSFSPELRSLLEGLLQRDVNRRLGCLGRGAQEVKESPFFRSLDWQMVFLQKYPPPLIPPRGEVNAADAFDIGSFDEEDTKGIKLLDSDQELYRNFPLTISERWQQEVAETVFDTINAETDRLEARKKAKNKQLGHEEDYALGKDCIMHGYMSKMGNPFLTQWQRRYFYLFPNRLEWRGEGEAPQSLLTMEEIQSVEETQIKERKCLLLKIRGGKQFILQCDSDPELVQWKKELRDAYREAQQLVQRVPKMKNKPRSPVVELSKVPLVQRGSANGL
MCL1-BIM inh = MCL1-BIM-BH3 interaction inhibition (human) | Q07820 | GST-MCL1 / FITC-Bim-BH3 fluorescence polarization | inhibition, % at 10.9 µM | 0.68% of 320,000 active;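 active = inhibition above the mean inhibition of all tested compounds plus 3 SD, set per campaign, cut at about 40% in these data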;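 note: 0% = DMSO wells and 100% = unlabeled Bim-BH3 peptide control; higher means more loss of mP so more displacement of Bim peptide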
Bcl-xL primary = blocks human Bcl-xL binding to Bim BH3 peptide; Q07817; GST-Bcl-xL / FITC-Bim BH3 peptide fluorescence polarization; inhibition, % at 10.9 µM; 0.7% of 320,000 active; AID 2129;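 active = inhibition above the mean of all tested compounds plus 3 SD, cutoff set per campaign, cut at about 30% in these data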;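 note: 0% = DMSO wells and 100% = unlabeled Bim-BH3 peptide competitor; inhibitors lower millipolarization by displacing the labeled peptide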
Target sequence (Q07817 whole entry, looked up): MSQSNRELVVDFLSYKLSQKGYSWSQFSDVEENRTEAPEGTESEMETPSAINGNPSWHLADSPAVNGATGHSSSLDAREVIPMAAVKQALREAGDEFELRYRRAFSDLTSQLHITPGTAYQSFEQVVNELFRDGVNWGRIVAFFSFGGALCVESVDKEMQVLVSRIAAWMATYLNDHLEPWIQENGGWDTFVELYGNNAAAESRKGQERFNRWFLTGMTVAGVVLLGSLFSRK
AGP1 TOR yeast = yeast TOR pathway AGP1-GFP modulation | S. cerevisiae AGP1-GFP multiplex flow cytometry, 3 h; GFP as percent of DMSO wells | GFP response vs DMSO, % at 10 µM | 0.02% of 320,000 active | AID 2066;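 active = GFP response relative to DMSO above a set limit, near screen average plus 3 SD, cut at about 150% in these data; inconclusive = fewer than 70 cells counted for the yeast strain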;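 note: median GFP channel fluorescence of the gated AGP1 strain per well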
CIT2-GFP yeast = modulators of TOR pathway CIT2-GFP in S. cerevisiae. S. cerevisiae CIT2-GFP strain, flow cytometry, 3 h; 100 means same as DMSO wells. GFP response vs DMSO, % at 10 µM. 0.065% of 320,000 active. AID 2029;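 active = GFP response relative to DMSO above a set limit, near the screen mean plus 3 SD, cut at about 150% in these data; inconclusive = Fewer than 70 cells measured for a yeast strain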;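 note: ratio of well median GFP fluorescence to mean of DMSO wells on the plate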
MEX-5 binding = C. elegans MEX-5 TCR-2 RNA binding activity; AID 1832; activity score (negative = inhibition of binding), % at 10 µM; MEX-5/FITC-TCR2 RNA binding, fluorescence polarization; active compounds read low; 0.38% of 300,000 active;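 active = inhibition past about -25% in most replicates, and total fluorescence under double the plate's negative control median, limit read from the data; inconclusive = replicates evenly split on the limit, or fluorescence at least double controls; inactive = too little inhibition in most replicates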;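 note: 0% = DMSO and -100% = 5 µM competing unlabeled TCR2 RNA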
VLA-4 inh = inhibition in a human VLA-4 binding assay; AID 2557; VLA-4 expressing cells, ligand binding flow cytometry; 0.2% of 330,000 active; P13612; inhibition, % (about 7 µM as worked out from the volumes in the protocol); in the data active = inhibition above about 50%
Yeast superoxide = caloric restriction mimetics inhibiting age-related superoxide in yeast. superoxide response (% of plate mean), % at 10 µM. 0.18% of 330,000 active. S. cerevisiae aged cells, superoxide DHE fluorescence; active compounds read low;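 active = superoxide response under a set limit, about three screen SD below normal, cut at about 65% in these data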;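 note: yeast aged for seven days with compound at 30 °C before DHE staining; 100% = average MFI of all compound-treated wells on the plate with controls excluded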
GLD-1 RNA inh = GLD-1-TGE RNA interaction inhibition (C. elegans); Q17339; purified GLD-1 + fluorescein TGE RNA, fluorescence polarization; inhibition, % at 5.96 µM; 0.44% of 320,000 active; AID 2280;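 active = percent inhibition above a per-plate cutoff, the plate mean of test compounds plus 3 SD, cut at about 30% in these data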;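 note: 0% = DMSO wells with GLD-1 and probe and 100% = wells lacking GLD-1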
* = called active by the depositor; ? = inconclusive; nt = not tested or not shown; [ ] = remark or other dose.

SMILES	GRK2 inh	MCL1-BIM inh	Bcl-xL primary	AGP1 TOR yeast	CIT2-GFP yeast	MEX-5 binding	VLA-4 inh	Yeast superoxide	GLD-1 RNA inh
CCOC(=O)c1cc(CC)sc1NC(=O)c1ccc(N2C(=O)CCC2=O)cc1	0.0	-0.5	-2.4	106.7	101.1	1.6	0.7	106.5	6.8
COc1ccccc1C(=O)OCc1c(-c2ccccc2)ncc2ccccc12	1.0	nt	nt	81.8	73.2	nt	-36.9	107.6	6.0
C=CCn1c(-c2cc3c(s2)CCC(CC)C3)n[nH]c1=S (stereo not given)	2.0	-13.3	-14.6	97.8	101.2	-1.5	6.3	88.9	7.6
O=C(O)CCC(=O)Nc1ccccc1C(=O)N1CCN(c2ccc(Cl)cc2)CC1	2.0	-2.9	-0.7	107.8	92.0	1.3	16.9	92.2	0.3
CCCc1oc(C(=O)O)cc1CN1CCCC1	0.0	6.7	0.6	101.0	105.3	1.2	2.6	104.0	5.6
Cc1ccc(C)c(C(=O)N2CCN(c3ncccn3)CC2)c1	0.0	-3.6	4.3	105.1	106.6	0.9	12.6	93.4	-3.6
CCN(CC(=O)Nc1ccc(Cl)c(S(=O)(=O)N(C)C)c1)Cc1nc2ccccc2c(=O)[nH]1	0.0	4.6	-4.9	99.8	90.4	3.8	1.4	108.5	3.0
Cc1nc(NCCc2ccc(Cl)cc2)c2nnn(Cc3ccccc3)c2n1	4.0	3.8	5.4	98.0	102.3	-1.9	11.7	99.9	1.4
CCOC(=O)N1CCN(C(=O)Cc2ccc(Cl)cc2)CC1	0.0	8.9	5.6	107.2	103.4	0.5	-5.3	93.2	-0.1
O=C(OCc1cc(=O)n2ccsc2n1)c1ccc(O)cc1O	0.0	-9.5	-5.0	105.1	102.3	nt	6.4	88.5	3.5
Cc1cc(=O)oc2cc(OCC(=O)c3ccc4c(c3)NC(=O)CO4)ccc12	24.0	-66.6	-52.5	105.5	101.6	0.6	0.5	106.5	0.5
COc1cccc(NC(=O)CN(C)C(=O)CN2C(=O)NC(C)(c3ccc(C)cc3)C2=O)c1 (stereo not given)	0.0	-14.7	-11.3	95.1	89.0	nt	4.5	104.5	6.0
Cc1c(C(=O)Nc2ccccc2C(=O)N2CCOCC2)cccc1[N+](=O)[O-]	3.0	-1.7	7.5	107.1	115.8	3.0	3.1	89.9	-0.3
O=C(CSc1nc2ccccc2c(=O)n1-c1ccccc1F)Nc1ccc2c(c1)CCC2	0.0	8.5	5.3	101.8	99.1	-2.2	4.2	94.2	-0.5
CC(OC(=O)CNS(=O)(=O)c1ccc(C#N)cc1)C(=O)Nc1cccc(C#N)c1 (stereo not given)	0.0	-5.7	-2.5	111.8	95.7	-0.1	3.1	90.3	4.0
CC(=O)OC[C@H]1O[C@H](C/C=N/OC[C@@H](O)[C@H]2O[C@@H]3OC(C)(C)O[C@@H]3[C@H]2O)C=C[C@@H]1OC(C)=O	0.0	8.8	3.4	81.8	87.8	0.9	-0.5	100.5	5.2
CC(C)(C)CNC(=O)[C@]1(C)CCC[C@@]2(C)C3CC[C@@]4(C)C[C@]3(CCC21)CC4=O (stereo not given in full)	3.0	0.0	-0.5	97.4	98.7	nt	1.1	102.5	5.0
O=[N+]([O-])c1ccc(NCCN2CCOCC2)c([N+](=O)[O-])c1	0.0	nt	nt	93.7	101.6	0.5	5.4	105.5	nt
N#CC1(NC(=O)COc2cc(F)ccc2[N+](=O)[O-])CCCCC1	9.0	-12.6	-9.8	54.2	56.5	nt	8.3	121.4	2.4
CCOC(=O)N1CCc2c(sc3ncn(C)c(=O)c23)C1	0.0	5.8	5.1	98.9	94.8	2.8	-12.5	98.1	7.5
COc1ccc(N(C)C(=O)C2CCN(S(=O)(=O)c3cccc4nonc34)CC2)cc1	0.0	4.6	4.8	103.8	103.9	2.8	-3.5	76.9	6.7
O=S(Cc1ccc(Cl)cc1)CC(O)COc1ccc(Cl)cc1 (stereo not given)	2.0	-0.4	1.1	95.5	99.3	0.3	-4.4	106.8	15.4
COc1ccc(CC(=O)NNS(=O)(=O)c2ccccc2)cc1OC	2.0	3.6	1.9	103.6	97.1	-1.3	5.7	94.4	1.8
Cc1nc([N+](=O)[O-])c(Br)n1CC(=O)c1cccc([N+](=O)[O-])c1	0.0	-2.2	0.5	103.3	97.7	0.9	15.9	108.4	4.8
CCC1Sc2ccccc2N(CC(=O)NC2CCCC2)C1=O (stereo not given)	0.0	4.5	-2.0	99.6	98.6	3.7	2.8	86.6	3.3
C=CCNC(=O)/C(C#N)=C/c1c(N2CCN(c3ccc(OC)cc3)CC2)nc2c(C)cccn2c1=O	0.0	10.1	5.4	98.0	95.8	0.9	-5.2	93.8	32.7*
Cc1ccc(-c2ccc(SCC(=O)Nc3ccc4c(c3)OCCO4)nn2)cc1	5.0	3.9	1.0	88.9	102.9	-1.0	1.5	93.2	-1.9
CC(C)c1cc(C(=O)N2CCCC(Nc3ccc(F)cc3)C2)nc(N)n1 (stereo not given)	2.0	9.1	4.8	88.0	91.7	-2.1	8.0	101.9	7.6
O=C(Nc1ccsn1)c1ccc(Cl)cc1Cl	0.0	9.7	8.0	98.7	96.2	4.0	6.2	131.0	6.0
CCc1ccc(C(=O)NNC(=O)C2CC(=O)N(Cc3ccccc3)C2)cc1 (stereo not given)	0.0	-1.8	-1.6	88.3	81.5	1.3	8.2	120.8	-1.9
Cc1ccc(Cl)cc1N1CCN(S(=O)(=O)c2c(C)[nH]c(C)c2C(=O)N2CCCC2)CC1	0.0	10.9	10.4	100.2	99.5	-0.3	-8.9	103.8	1.3
COc1ccccc1N(CC(=O)N1CCCC1)S(=O)(=O)c1ccc(C)cc1	4.0	8.3	8.3	106.2	102.3	-0.1	9.0	104.4	4.0
O=C(NCc1ccccn1)c1cc(S(=O)(=O)N2CCCCC2)ccc1Cl	1.0	-2.4	-1.6	100.2	95.4	nt	13.9	100.6	4.7
CCc1nnc(NC(=O)c2oc3cc(C)c(C)cc3c2C)s1	2.0	5.3	6.6	92.8	100.9	2.5	-6.0	107.3	0.9
CSc1nc(Oc2ccc(Cl)cc2)c2sccc2n1	0.0	2.7	1.8	101.5	103.0	2.3	-4.3	96.2	-1.3
CC(C)CN1C(=O)C(NC(=O)C2CC2)(C(F)(F)F)C2=C1CC(C)(C)CC2=O (stereo not given)	2.0	-3.9	4.1	14.1[may fluoresce violet]	?	-1.7	-13.9	104.7	0.8
CCOCCCn1c(SCC(=O)Nc2ccccc2)nc2ccccc2c1=O	1.0	5.7	5.0	101.1	97.0	0.6	7.3	92.3	3.1
COC(=O)c1ccc(Sc2ccccn2)c([N+](=O)[O-])c1	5.0	-0.6	4.0	87.8	96.0	-0.9	15.7	100.4	2.6
COc1cc(C(C)=O)ccc1OCC(O)CNCC(O)c1ccccc1 (stereo not given)	0.0	5.7	1.8	91.8	94.2	1.9	0.0	104.3	-0.8
CC(OCCN(C)C)C(=O)C12CC3CC(CC(C3)C1)C2 (stereo not given)	0.0	-0.4	0.8	95.9	87.6	0.5	5.6	94.8	-5.1
O=C1c2ccccc2C(=O)N1CCN1CCc2ccccc21	4.0	6.8	3.8	109.1	101.6	0.7	-0.6	79.2	2.9
Cc1ccc(-n2c(SCC(=O)N/N=C/c3ccccc3C(=O)O)nnc2-c2ccccc2)cc1	0.0	-6.9	-2.0	96.9	86.8	-1.8	3.9	98.8	3.1
O=C(NCc1ccco1)c1nc(-c2ccc(F)cc2)no1	0.0	3.9	1.7	85.7	91.7	0.8	26.7	106.8	-1.6
COc1ccc(OC)c(C(C)NS(=O)(=O)c2cccs2)c1 (stereo not given)	34.0	6.5	1.6	103.0	110.5	nt	16.3	92.1	5.8
O=C(NN1CCOCC1)c1cccc(Br)c1	0.0	-7.7	-4.6	103.2	101.1	-0.4	1.8	90.1	-4.2
Cc1nnc(SCC(=O)Nc2ccc([N+](=O)[O-])cc2)n1CC1CCCO1 (stereo not given)	0.0	-5.6	1.4	109.8	111.4	-0.2	11.5	96.8	0.6
CCOC(=O)Cn1c(=O)n(Cc2ccco2)c(=O)c2ccc(C(=O)NC3CCCC3)cc21	86.0*	0.4	-1.6	105.6	105.5	-1.1	-4.5	90.3	-4.4
O=C(O)CC(Cc1ccc(Cl)cc1)C(=O)Nc1cc(Cl)ccc1Cl (stereo not given)	nt	9.1	8.4	94.1	98.2	-0.8	0.9	96.0	-5.1
O=C(NC(=S)Nc1cccc2cnccc12)c1ccccc1	4.0	5.9	7.5	93.3	96.6	1.5	11.2	90.4	2.9
CC[C@@]1(C(=O)OC)N[C@H](CN(C)C(=O)c2ccc(C)cc2)[C@@H]2C(=O)N(C)C(=O)[C@@H]21	1.0	nt	nt	101.5	92.9	nt	33.2	109.6	-1.1

Brought forward from above: 2 compounds, followed by the next part.
SMILES	GRK2 inh	MCL1-BIM inh	Bcl-xL primary	AGP1 TOR yeast	CIT2-GFP yeast	MEX-5 binding	VLA-4 inh	Yeast superoxide	GLD-1 RNA inh
O=C(NC(=S)Nc1cccc2cnccc12)c1ccccc1	4.0	5.9	7.5	93.3	96.6	1.5	11.2	90.4	2.9
CC[C@@]1(C(=O)OC)N[C@H](CN(C)C(=O)c2ccc(C)cc2)[C@@H]2C(=O)N(C)C(=O)[C@@H]21	1.0	nt	nt	101.5	92.9	nt	33.2	109.6	-1.1
Cc1ccc(C(O)(C(=O)NNc2ccccn2)c2ccc(C)cc2)cc1	0.0	1.9	5.7	115.5	106.3	1.1	12.1	92.5	1.5
COc1cc(/C=C2\SC(=S)N(CCC(=O)NCCc3ccccc3)C2=O)cc(OC)c1OC	0.0	7.8	6.2	99.3	100.1	0.4	20.6	96.3	4.4
Cc1cccc(N2C(=O)CC(N3CCN(C(=O)c4ccccc4)CC3)C2=O)c1 (stereo not given)	2.0	-2.9	3.5	99.1	92.7	0.1	-15.5	104.1	3.1
Cn1ccnc1Sc1nc2ccccc2nc1NS(=O)(=O)c1ccccc1	0.0	38.9	34.4*	93.1	91.2	-10.6	-16.1	110.6	38.8*
CCc1c(C)sc(NC(=O)c2cc(C(C)C)on2)c1C#N	3.0	-2.6	4.2	102.6	92.8	2.0	16.9	100.0	-2.4
O=C(CN1CCCC1)Nc1cc(C(F)(F)F)ccc1Cl	0.0	-0.8	-2.0	101.3	102.7	-1.2	0.6	95.5	4.4
COC(=O)N/N=C(\CCC(=O)O)c1cccs1	0.0	0.0	-2.1	98.7	96.0	2.8	3.6	103.5	-3.4
C=CCOc1ccc(C(=O)Nc2ccccc2C(=O)NCc2cccnc2)cc1	0.0	-17.4	-7.3	104.6	103.2	2.4	-10.3	90.5	-4.7
C[C@@H]1CCC(=O)N(C[C@@H](C)CSc2ccccc2)CC1	1.0	2.8	7.4	76.7	71.1	-1.7	-9.8	103.5	3.2
O=C(O)C1CC=CCC1C(=O)Nc1ccc(N2CCN(Cc3ccccc3)CC2)cc1 (stereo not given)	15.0	8.8	4.5	88.7	93.1	0.8	7.5	83.3	-1.1
C=CC[C@H](CC(=O)N(CCO)Cc1ccccc1)C(=O)N[C@@H](COC(=O)[C@@H](CC=C)Cc1ccc(F)cc1)Cc1c[nH]c2ccccc12	0.0	nt	nt	99.0	93.8	nt	15.4	95.4	7.5
COc1ccccc1N1CCN(Cc2ccc(Br)o2)CC1	2.0	-6.8	2.6	93.6	93.6	nt	0.6	109.0	6.5

Compound activity: PubChem BioAssay, several laboratories
